# Bioassay records (PubChem BioAssay)
# PREPL inh – PREPL enzyme inhibitors, primary screen, biochemical, fluorescence polarization; recombinant PREPL, fluorescence polarization activity-based probe; inhibition, % at 5.96 µM; hit rate 0.68% among 320,000; in the data active means inhibition above about 43%;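 further: 0% = enzyme with DMSO and 100% = wells lacking enzyme; many of its hits are not listed in these tables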
# Target sequence (Q4J6C6 whole entry, looked up): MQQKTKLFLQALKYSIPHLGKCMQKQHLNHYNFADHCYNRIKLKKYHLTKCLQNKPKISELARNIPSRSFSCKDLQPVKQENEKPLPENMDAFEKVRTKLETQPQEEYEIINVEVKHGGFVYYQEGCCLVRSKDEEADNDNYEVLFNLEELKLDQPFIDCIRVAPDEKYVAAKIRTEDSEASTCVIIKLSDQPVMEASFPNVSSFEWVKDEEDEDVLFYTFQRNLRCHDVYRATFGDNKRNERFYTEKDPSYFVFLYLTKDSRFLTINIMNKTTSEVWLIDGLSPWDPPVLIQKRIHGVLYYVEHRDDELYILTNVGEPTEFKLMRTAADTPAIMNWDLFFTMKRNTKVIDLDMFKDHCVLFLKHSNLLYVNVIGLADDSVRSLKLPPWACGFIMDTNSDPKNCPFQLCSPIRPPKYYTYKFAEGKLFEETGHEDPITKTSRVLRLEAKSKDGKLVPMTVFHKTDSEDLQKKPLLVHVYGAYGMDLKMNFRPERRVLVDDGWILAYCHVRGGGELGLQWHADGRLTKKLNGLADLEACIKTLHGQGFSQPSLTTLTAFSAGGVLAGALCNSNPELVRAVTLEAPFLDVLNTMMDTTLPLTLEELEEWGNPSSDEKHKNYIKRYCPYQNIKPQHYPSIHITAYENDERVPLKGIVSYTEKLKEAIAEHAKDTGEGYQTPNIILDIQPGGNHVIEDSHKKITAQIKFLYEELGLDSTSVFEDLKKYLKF
# PME-1 primary – PME-1 inhibitors via competitive probe labeling, primary screen, biochemical, fluorescence polarization, FP-Rh probe, HTS; Protein phosphatase methylesterase 1 (Homo sapiens), Q9Y570; recombinant PME-1; inhibition, % at 5.9 µM; hit rate 0.53% among 320,000; AID 2130, 2009;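 active means inhibition above the campaign mean of all compounds plus 3 SD, cut at about 26% in these data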;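 further: competitive labeling of PME-1 active site by serine hydrolase directed probe; 0% = PME-1 with DMSO and 100% = wells lacking PME-1 enzyme; inhibitors block probe labeling so polarization falls and inhibition rises; many of its hits are not listed in these tables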
# PAFAH1B3 inh – PAFAH1B3 enzyme inhibitors, primary screen, biochemical, fluorescence polarization, human | inhibition, % at 3.39 µM | AID 492972, 2010 | Platelet-activating factor acetylhydrolase IB subunit alpha1 (Homo sapiens), Q15102 | recombinant PAFAH1B3, FP-rhodamine probe | hit rate 0.28% among 340,000;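 active means inhibition above the screen-wide average of all tested compounds plus 3 SD, cut at about 25% in these data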;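 further: 0% = enzyme with DMSO only and 100% = wells lacking PAFAH1B3 protein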
# PAFAH1B2 inh – PAFAH1B2 enzyme inhibitors, primary screen, biochemical, fluorescence polarization, human; Platelet-activating factor acetylhydrolase IB subunit alpha2 (Homo sapiens), P68402; recombinant PAFAH1B2, FP-rhodamine activity probe; inhibition, % at 3.39 µM; hit rate 1.2% among 340,000;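 active means inhibition above the mean of all tested compounds plus 3 SD, cut at about 24% in these data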;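 further: 0% = enzyme with DMSO and 100% = wells lacking PAFAH1B2; many of its hits are not listed in these tables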
# Target sequence (P68402 whole entry, looked up): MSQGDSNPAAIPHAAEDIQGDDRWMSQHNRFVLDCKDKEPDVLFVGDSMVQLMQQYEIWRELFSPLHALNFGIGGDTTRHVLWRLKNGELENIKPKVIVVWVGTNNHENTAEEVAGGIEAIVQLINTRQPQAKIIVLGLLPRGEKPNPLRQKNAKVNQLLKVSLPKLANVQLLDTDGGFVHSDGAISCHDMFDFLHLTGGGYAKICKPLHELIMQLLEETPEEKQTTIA
# PAD4 FP inh – human PAD4 inhibitors, primary screen, biochemical, fluorescence polarization, 1536-well format; Protein-arginine deiminase type-4 (Homo sapiens), Q9UM07; hit rate 0.41% among 330,000; inhibition, % at 6.36 µM; recombinant PAD4, RCA probe fluorescence polarization; AID 485272, 2010;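 active means percent inhibition above a cutoff equal to the mean of all tested compounds plus 3 SD, cut at about 15% in these data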;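 further: 0% = PAD4 with RCA probe and DMSO and 100% = probe without PAD4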
# LYPLA1 counter – LYPLA1 inhibitors, primary screen, counter-screen for PME1 inhibitor project, biochemical, fluorescence polarization, FP-Rh probe ABPP; hit rate 0.16% among 320,000; recombinant LYPLA1; inhibition, % at 5.9 µM; AID 2174, 2009; Acyl-protein thioesterase 1 (Homo sapiens), O75608;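 active means inhibition above the mean of all tested compounds plus 3 SD, set per campaign, cut at about 14% in these data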;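 further: inhibitors block serine hydrolase probe labeling of LYPLA1 so polarization falls; 0% = enzyme with DMSO and 100% = wells lacking LYPLA1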
# GSTO1 counter – inhibitors of recombinant GSTO1, primary screen, counter-screen for RBBP9 inhibitor project, biochemical, fluorescence polarization; hit rate 1.1% among 300,000; Glutathione S-transferase omega-1 (Homo sapiens), P78417; activity-based probe fluorescence polarization; inhibition, % at 5.96 µM;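 active means inhibition above the campaign mean inhibition plus 3 SD, cut at about 35% in these data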;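 further: 0% = GSTO1-1 with DMSO and 100% = wells lacking GSTO1-1 enzyme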
# pPAFAH FP inh – pPAFAH enzyme inhibitors, primary screen, biochemical, fluorescence polarization, human | Platelet-activating factor acetylhydrolase (Homo sapiens), Q13093 | recombinant pPAFAH, FP-rhodamine probe fluorescence polarization | inhibition, % at 3.39 µM | hit rate 1.5% among 330,000 | AID 463082, 2010;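 active means inhibition above the mean inhibition across the screen plus 3 SD, cut at about 25% in these data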;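 further: inhibitors block binding of the rhodamine activity-based probe so polarization drops; 0% = enzyme with DMSO and 100% = wells lacking pPAFAH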
# LYPLA2 inh – LYPLA2 inhibitors, primary screen, counter-screen for PME1 inhibitor project, biochemical, fluorescence polarization, FP-Rh probe ABPP. recombinant LYPLA2. Acyl-protein thioesterase 2 (Homo sapiens), O95372. AID 2177, 2009. inhibition, % at 5.9 µM. hit rate 0.38% among 320,000;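 active means inhibition above the screen-wide mean plus 3 SD, limit set per campaign, cut at about 26% in these data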;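 further: 0% = LYPLA2 with DMSO and 100% = wells lacking LYPLA2 enzyme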
# Numbers without * were called inactive; . = no result given; & = joins results of further samples. Not all compounds are listed; count on the stated rates, not on these rows.
SMILES,PREPL inh,PME-1 primary,PAFAH1B3 inh,PAFAH1B2 inh,PAD4 FP inh,LYPLA1 counter,GSTO1 counter,pPAFAH FP inh,LYPLA2 inh
CNC(=S)Nc1ccc(N2CCN(c3ccc(C(F)(F)F)cn3)CC2)nc1,19.9,1.9,.,.,-3.2,8.1,-6.1,8.2,53.8*
CCOC(=O)c1ccccc1NC(=O)Cn1c(=O)n(Cc2ccccc2)c(=O)c2c(C)c(C)sc21,6.2,-1.5,-5.1,0.7,4.8,-1.8,1.0,3.7,-1.3
c1nnc(NC2=NCCCCC2)s1,4.8,4.5,5.0,1.8,-0.4,2.1,5.9,2.5,11.2
Cc1ccc(-c2noc(C3CCCN(C(=O)c4cccc(Cl)c4)C3)n2)o1 (configuration not stated),3.1,3.2,1.4,3.9,1.0,3.8,-1.3,0.1,-1.0
COc1ccc(-c2c(-c3ccc(O)cc3O)n[nH]c2C)cc1OC,19.4,4.1,5.4,7.8,6.3,-1.0,9.9,4.2,7.9
CCc1nn2c(N)c(/C=C3\C=Nc4ccccc43)c(=O)nc2s1,10.7&17.2,5.6&5.0,7.7,3.9,0.7&-6.8,3.2&-4.2,-8.2&-7.8,6.2&3.1,0.8&-3.7
COc1ccccc1CN1CCN(Cc2cc(OC)c(OC)cc2OC)CC1,1.4,-9.2,1.9,6.8,2.7,-1.9,-3.0,-1.8,1.0
N#CC(Sc1ccccn1)c1ccc(Cl)cc1Cl (configuration not stated),-2.7,1.1,1.7,3.6,-2.4,0.3,6.2,3.1,-3.4
O=C(CNC(=O)c1ccco1)NCc1ccc2c(c1)OCO2,10.0,.,4.0,4.0,0.6,.,.,5.0,.
CCn1c(SCC(=O)Nc2cc(C)on2)nc2c(c1=O)SC(C)C2 (configuration not stated),15.4,3.6,7.9,0.8,-5.0,5.3,1.0,1.6,3.4
Cc1ccc(CN(Cc2ccco2)C(=O)c2ccco2)cc1,14.1,-3.7,-3.1,-0.2,0.2,2.7,0.2,9.4,4.9
COc1ccc(Nc2nccc3c2nnn3C)cc1,14.6,6.9,-3.7,-1.0,-3.2,-2.0,7.3,-1.7,0.7
OCc1ccnc2oc3ccccc3c12,-0.2,3.8,22.2,-1.9,-2.9,2.2,-2.6,3.5,-1.6
CNC(=O)c1cc2c(-c3ccccc3)nn(C)c2s1,-0.8,-4.0,-0.5,5.7,-0.3,-5.5,-3.6,-9.3,1.5
O=C(NC1CC1)c1cccc(NC(=O)c2cnn(-c3ccccc3)n2)c1,19.4,.,2.8,-7.6,1.8,.,.,-0.6,.
Cc1cc(OC(C)C(=O)NCc2cccnc2)c2c(C)cc(=O)oc2c1 (configuration not stated),9.3,2.8,6.5,-4.3,-3.8,3.2,0.1,-2.5,6.0
Cc1ccc(NC(=S)N(Cc2ccco2)C(C)c2cccs2)c(Cl)c1 (configuration not stated),-0.6,-6.4,1.1,5.8,1.4,2.6,5.7,1.8,1.1
Cc1oc(-c2ccc(Cl)cc2)nc1CS(=O)CC(=O)NC1CCCC1 (configuration not stated),6.0,1.3,2.6,-0.3,-3.6,0.1,-3.5,6.3,-0.4
O=C(COC(=O)CNC(=O)C1CCCCC1)Nc1cc(C(F)(F)F)ccc1Cl,4.9,-8.6,-0.5,5.2,-5.5,-4.1,.,3.9,-13.1
Cc1ccc(-c2csc(N3CCN(c4cc5c(cc4Cl)nc(C(C)N)n5CCCO)CC3)n2)cc1 (configuration not stated),7.0,2.6,-7.0,-1.4,-2.8,0.9,2.2,3.2,1.7
O=C(COCCOCC(=O)N(c1ccccn1)C1CCCCC1)N(c1ccccn1)C1CCCCC1,11.0,-1.3,-0.3,1.9,0.6,-0.9,-8.4,2.2,-3.9
Cc1ccc(NCc2nnc(SCC(N)=O)o2)c(C)c1,1.8,-5.4,5.6,0.9,0.5,1.6,5.7,2.1,2.4
Cc1cccc(-c2ccc3ncnc(NCc4cccnc4)c3c2)c1,-14.9,-0.4,6.5,3.1,1.8,-4.1,.,5.8,2.9
COc1ccc(-c2cc3c(=O)n(CC(=O)Nc4ccc(Cl)cc4)ncn3n2)cc1,-0.1,-0.7,5.2,4.8,-2.3,0.0,4.0,5.6,7.7
O=C(Nc1ccc(OC(=O)c2ccncc2)cc1)c1ccncc1,15.0,2.2,3.6,8.5,-10.2,0.7,3.7,-3.1,3.4
O=C(NC(Cc1ccccc1)c1ccc2c(c1)OCCCO2)c1ccccc1F (configuration not stated),-1.0,10.6,2.9,0.6,-1.3,1.6,-7.7,3.5,3.1
CCNc1c(NC(=O)COc2ccc(Cl)cc2)c(=O)oc2ccccc12,-0.4,3.5,5.7,4.8,-2.1,0.5,6.6,6.4,-3.3
Cc1nn(CC(=O)N2CCN(c3ccc(Cl)cc3)CC2)c(=O)c2cccn12,36.1,-6.7,5.2,0.4,-4.5,-2.9,5.6,-9.8,1.8
O=C(NCCN1CCOCC1)C1CCC(=O)N1C1CCCCC1 (configuration not stated),23.4,-3.0,7.5,3.0,2.3,1.4,2.2,-0.2,2.2
CC1(C)CC(=S)Nc2ccccc2S1,12.2,1.1,3.0,11.1,-2.3,3.1,5.4,-0.6,0.7
COc1ccc(NC(=O)COC(=O)c2ccc(OCc3ccccc3Cl)c(OC)c2)c(OC)c1,14.2,-2.6,2.5,2.4,2.5,5.3,4.1,3.2,-2.8
CC(NC(=O)c1ccccc1NC(=O)c1ccco1)c1ccccc1 (configuration not stated),-10.0,-5.6,3.1,6.3,0.4,0.3,-7.2,-3.8,-3.1
COCCNc1nc2nonc2nc1N1C[C@H]2CC[C@H]1C2,-5.7,1.1,-10.0,0.5,6.2,-0.9,7.8,6.8,-3.1
COC(=O)c1cc(C)sc1NC(=O)c1cccnc1,4.5,-1.1,-1.4,0.8,-8.0,-2.8,5.2,-10.3,0.1
Cc1snc(S(=O)(=O)/C(C#N)=N/Nc2cccc(C(F)(F)F)c2)c1C#N,4.3,-5.0,13.0,-1.7,-7.1,-2.5,20.1,14.2,-4.7
C=CCOc1ccc(C=Nc2ccc(OC)cc2)c(O)c1,12.6,2.1,6.6,5.9,-6.3,1.2,0.0,-3.6,2.3
COc1ccc(C(=O)COC(=O)C(O)c2ccccc2)c(OC)c1 (configuration not stated),9.9,.,4.8,0.2,0.7,.,.,4.8,.
COCC(=O)N1CCc2ccc(NC(=O)c3ccc(C(F)(F)F)cc3)cc2C1,-1.1,4.3,2.1,-5.4,4.5,3.8,0.5,10.3,8.4
COc1ccc(-c2nc3nc(SC)nn3cc2C)cc1F,24.8,-1.0,3.1,-0.5,-0.3,-2.0,1.9,0.4,4.8
Brc1ccc(CNc2cc3c(cc2Br)OCCO3)cc1,8.9,3.8,3.6,3.9,-0.2,-2.3,-3.1,6.6,0.4
Nc1cnn(C2OC(CO)C(O)C2O)c(=O)n1 (configuration not stated),-2.6,-3.1,15.2,10.6,1.2,0.2,11.2,4.6,3.0
CCCC(O)(c1ccc(Cl)cc1)C(CN1CCOCC1)c1ccccc1 (configuration not stated),18.6,-9.7,3.4,22.6,-1.4,3.2,4.5,4.8,8.8
CCc1nnc(NC(=O)CSc2nnc(-c3ccncc3)n2C)s1,1.9,0.8,-2.6,-3.5,-0.3,-3.0,2.5,2.7,0.9
Cc1cc(C)n(-c2nc3ccccc3nc2N2CCN(C(=O)c3ccccc3)CC2)n1,-5.0,-2.3,2.6,0.1,-6.9,5.1,1.4,2.7,6.0
NC(=O)CC(NC(=O)Cc1ccc(Cl)cc1)c1ccc(N2CCN(c3ccccn3)CC2)c([N+](=O)[O-])c1 (configuration not stated),-0.9,3.9,8.0,4.1,2.8,0.6,22.4,6.4,-1.7
CC(=O)c1ccc(N2CCCCC2)c(F)c1,10.9,-2.7,-0.9,-4.0,-4.0,2.3,-3.2,1.7,3.4
COc1ccc(OC)c(CNC(=O)Cc2c(C(=O)O)[nH]c3ccccc23)c1,22.5,-0.5,1.2,4.6,-3.9,-3.2,-1.8,-0.3,-2.1
CN(Cc1nc2ccc(F)cc2[nH]1)C(=O)C1CCC(=O)N(C2CC2)C1 (configuration not stated),-0.4,-0.3,9.1,4.1,1.6,0.1,4.8,-0.3,1.8
CCCNC(=O)c1ccc2c(c1)S(=O)(=O)c1ccccc1C2=O,16.2,1.4,7.1,-1.7,-4.0,0.1,-1.2,0.9,-2.8
Cc1nc2ccccc2cc1C(=O)Nc1ccccc1Cl,-3.9,-3.1,1.6,2.4,-1.5,-2.1,11.1,6.8,-1.9
CCOC(=O)c1csc(NC(=O)CSc2nnnn2-c2ccc3c(c2)OCCO3)n1,-13.9,-1.3,4.1,-0.1,-0.5,0.6,-4.8,6.2,-6.6
CN(Cc1cn[nH]c1-c1cc2ccccc2o1)CC1CCOCC1,23.2,2.2,4.0,-3.9,0.7,-0.6,11.2,0.0,-0.9
COc1ccc(OC)c(/C=N/NC(=O)CCc2n[nH]c(=O)[nH]c2=O)c1,9.8,-1.2,4.7,-1.3,0.5,1.8,14.4,1.0,5.1
CC1CCCC(C)N1C(=O)C1CCCCC1 (configuration not stated),4.6,5.3,5.9,1.8,2.6,-3.0,1.2,0.9,4.1
Cc1ccc[n+](CC(=O)c2ccc(Cl)cc2)c1,17.6,-2.6,-1.4,-2.9,-4.5,-3.6,1.9,-3.5,-2.5
O=S(=O)(N/N=C/c1ccc(N2CCOCC2)cc1)c1ccccc1,9.9,2.2,7.5,4.3,-3.9,4.0,11.7,4.4,6.5
Cc1ccc(C(=O)NCC(=O)Nc2ccc(S(=O)(=O)Nc3cc(C)nc(C)n3)cc2)cc1,23.1,.,-0.8,3.9,2.1,.,.,0.5,.
COc1ccc(/C=C/C(=O)NC(=S)NCC2CCCO2)cc1 (configuration not stated),-11.1,2.2,9.9,-3.2,1.1,-2.1,1.4,5.7,-0.5
S=c1[nH]nc(Cc2ccccc2)n1-c1cccc2ccccc12,-2.3,-1.8,-6.3,28.0*,4.2,2.3,2.3,4.3,9.3
CCOC(=O)c1c(NC(=O)c2c(-c3ccccc3)noc2C)sc(C)c1-c1ccccc1,-14.5,-7.5,-6.8,4.6,-2.9,-1.8,-5.7,-3.7,7.0
